PfHsp40 yeast = restores yeast growth despite PfHsp40 toxicity | S. cerevisiae expressing PfHsp40, growth rescue, ATP luminescence | growth rescue, % at 12.5 µM | 340,000 tested, 0.68% active | AID 504582; in the data active means growth rescue above about 28%, passing the limit was not always enough; inconclusive means no clear call, values can overlap the other calls;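 further: yeast W303a lacking pdr1 and pdr3 grown in galactose medium; growth measured after three days at 30 °C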
CCHFV vOTU inh = blocks the CCHF virus ovarian tumor domain protease. CCHFV vOTU protease, Pep-AMC fluorescence. inhibition, % at 11.5 µM. 370,000 tested, 0.55% active; in the data active means inhibition above about 30%; further: 0% = vehicle wells with enzyme and 100% = no enzyme wells
3CLpro inhibitor = SARS-CoV 3CLpro protease inhibition | 290,000 tested, 0.14% active | recombinant SARS-CoV 3CLpro, quenched FRET peptide cleavage | inhibition, % at 6 µM; in the data active means inhibition above about 12%
TcdB GH inh = blocks C. difficile toxin B glycohydrolase activity; TcdB glycohydrolase enzymatic assay, plate reader; AID 652162; 350,000 tested, 0.24% active; P18177; inhibition, % at 9.99 µM; in the data active means inhibition above about 10%
BoNT A protease = inhibitors of Botulinum neurotoxin A light chain protease; multiplex microsphere protease substrate cleavage, flow cytometry; 360,000 tested, 0.17% active; inhibition, % at 10 µM; further: plate controls were buffer without enzyme for full effect and enzyme alone for no effect
DUSP3 inh = DUSP3 (human) phosphatase inhibition. recombinant VHR phosphatase, pNPP absorbance. inhibition, % at 13.3 µM. 290,000 tested, 0.52% active; in the data active means inhibition above about 50%; further: some compounds called inactive have numbers as strong as hits
Target sequence (P51452 whole entry, looked up): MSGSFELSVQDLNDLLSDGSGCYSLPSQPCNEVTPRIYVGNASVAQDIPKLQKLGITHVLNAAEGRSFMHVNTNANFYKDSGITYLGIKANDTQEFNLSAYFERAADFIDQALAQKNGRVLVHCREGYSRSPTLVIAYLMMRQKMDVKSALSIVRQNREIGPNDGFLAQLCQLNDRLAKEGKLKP
BH1578 lux ind = quorum light induction in luxS cqsA deficient V. cholerae; V. cholerae BH1578 lux reporter, luminescence, 6 h; activation, % at 18.7 µM; 350,000 tested, 0.16% active; AID 588436; in the data active means activation mostly above about 9.7%, no sharp cut-off; inconclusive means no clear call, values can overlap the other calls; inactive means mostly below about 3.7%; further: not every result past the cut was called active; inactives centre near 0; reference of the scale not given here
PriA SSB inh = K. pneumoniae PriA-SSBct interaction inhibition; inhibition, % at 33 µM; AID 1272365; 430,000 tested, 0.6% active; AlphaScreen SSBct-PriA binding, biotinylated peptide; in the data active means inhibition mostly above about 37%, no sharp cut-off; inactive means mostly below about 20%;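 further: plate controls were negative control peptide for no effect and reference peptide for full effect; strong numbers were not always called active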
Yp Topo-I inh = Y. pestis Topo-I inhibition via cleavage products; 360,000 tested, 0.064% active; activity, % at 10 µM; AID 504884; Y. pestis Topo-I cleavage product accumulation, plate reader; in the data active means activity above about 50%, passing the limit was not always enough; inconclusive means no clear call, values can overlap the other calls; further: inactives centre near 2
Anthrax LF inh2 = blocks Bacillus anthracis lethal factor protease; inhibition, % at 10 µM; 360,000 tested, 0.12% active; P15917; multiplex microsphere protease cleavage assay, LF; further: plate controls were buffer without enzyme for full effect and enzyme alone for no effect
Target sequence (P15917 whole entry, looked up): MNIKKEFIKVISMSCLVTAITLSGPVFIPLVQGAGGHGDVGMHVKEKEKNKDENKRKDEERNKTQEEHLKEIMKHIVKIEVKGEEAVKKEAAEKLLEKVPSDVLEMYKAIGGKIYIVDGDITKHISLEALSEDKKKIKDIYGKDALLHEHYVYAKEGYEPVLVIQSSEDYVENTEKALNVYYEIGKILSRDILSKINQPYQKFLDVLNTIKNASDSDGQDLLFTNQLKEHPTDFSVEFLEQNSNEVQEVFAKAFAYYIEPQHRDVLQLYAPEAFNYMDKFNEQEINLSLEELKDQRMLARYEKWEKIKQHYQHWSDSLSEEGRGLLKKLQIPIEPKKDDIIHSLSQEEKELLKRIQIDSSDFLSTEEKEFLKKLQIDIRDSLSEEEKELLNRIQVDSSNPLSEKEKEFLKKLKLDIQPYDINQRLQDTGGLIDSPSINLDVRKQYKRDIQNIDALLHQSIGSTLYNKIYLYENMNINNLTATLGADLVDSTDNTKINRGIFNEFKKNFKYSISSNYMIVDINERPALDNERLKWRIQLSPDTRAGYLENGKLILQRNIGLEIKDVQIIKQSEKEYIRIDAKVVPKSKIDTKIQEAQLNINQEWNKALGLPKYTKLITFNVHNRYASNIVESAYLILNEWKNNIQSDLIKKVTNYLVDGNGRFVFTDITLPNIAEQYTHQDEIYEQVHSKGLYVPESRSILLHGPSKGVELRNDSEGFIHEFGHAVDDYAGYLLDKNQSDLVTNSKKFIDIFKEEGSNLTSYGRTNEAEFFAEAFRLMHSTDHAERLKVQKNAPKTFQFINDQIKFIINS
Active calls of the source: *. Unless noted, no stated cut-off is given here; in the data, active means inhibition above about 30%; inconclusive means no clear call, values can overlap the other calls; inactive means below that.

Screening CCc1ncc(CN2CCCC(C(=O)Nc3cccc(-c4cccc(C)c4)c3)C2)cn1 (configuration not stated) returned PfHsp40 yeast -0.6, CCHFV vOTU inh 8, 3CLpro inhibitor -2, TcdB GH inh -0.4, BoNT A protease 0.5, DUSP3 inh -3, BH1578 lux ind inactive, PriA SSB inh 12, Yp Topo-I inh 11 and Anthrax LF inh2 -3.
`O=C(CCN1CCCO1)N1CCCC(Nc2cccc(F)c2)C1` (configuration not stated) gave CCHFV vOTU inh 6, TcdB GH inh -5.9, BoNT A protease -1.1, BH1578 lux ind -3.1, Yp Topo-I inh 6 and Anthrax LF inh2 -8.
Screening Cc1cc(NC(=O)c2cnn3c(C(F)(F)F)cc(-c4ccc(Br)cc4)nc23)no1 returned PfHsp40 yeast -0.4, CCHFV vOTU inh -9, 3CLpro inhibitor -9, BoNT A protease 0.2, DUSP3 inh 27, BH1578 lux ind inactive, PriA SSB inh 12, Yp Topo-I inh -10 and Anthrax LF inh2 -1.
Screening COc1ccc(CCNC(=O)c2ccccc2C(=O)NCCc2ccc(OC)c(OC)c2)cc1OC returned CCHFV vOTU inh 3, TcdB GH inh 0.3, BH1578 lux ind 0.4, PriA SSB inh -8 and Yp Topo-I inh 5.
COc1ccc(S(=O)(=O)N2CCC(C(=O)NC3CC3)CC2)cc1Cl was read as PfHsp40 yeast -0.5, CCHFV vOTU inh 7, 3CLpro inhibitor 0, BoNT A protease -0.2, DUSP3 inh 4, BH1578 lux ind -0.4, PriA SSB inh -28, Yp Topo-I inh 2 and Anthrax LF inh2 -3.
Screening O=C(OCC(=O)N1CCOCC1)c1ccccc1OCc1ccccc1 returned PfHsp40 yeast 2.1, CCHFV vOTU inh -5, TcdB GH inh 0.6, BoNT A protease 1.2, BH1578 lux ind -2.0, PriA SSB inh -8, Yp Topo-I inh 2 and Anthrax LF inh2 0.
Screening Cc1ccc(-n2c(C)c3c(C)nnc(C)c3c2C)cc1N returned PfHsp40 yeast 1.2, CCHFV vOTU inh 17, 3CLpro inhibitor -2, TcdB GH inh 1.6, BoNT A protease 1.0, DUSP3 inh 37, BH1578 lux ind inactive, PriA SSB inh 13, Yp Topo-I inh 5 and Anthrax LF inh2 -5.
`O=C(CSc1nc(=O)n2cc(Cl)ccc2n1)Nc1ccc2c(c1)OCCO2` gave PfHsp40 yeast -1.1, CCHFV vOTU inh 7, TcdB GH inh -1.4, BoNT A protease -1.5, BH1578 lux ind 4.3, PriA SSB inh -12, Yp Topo-I inh -1 and Anthrax LF inh2 0.
COc1ccc(C(=O)Nc2ccccc2C(=O)NCCN2CCOCC2)cc1OC was read as PfHsp40 yeast -0.1, CCHFV vOTU inh 1, 3CLpro inhibitor -1, TcdB GH inh 2.0, BoNT A protease 2.8, DUSP3 inh 4, BH1578 lux ind inactive, PriA SSB inh -25, Yp Topo-I inh 9 and Anthrax LF inh2 2.
`O=C(CN1CCN(Cc2ccccc2)CC1)Nc1cccc(C(F)(F)F)c1` gave PfHsp40 yeast -1.5, CCHFV vOTU inh 6, 3CLpro inhibitor -2, BoNT A protease inconclusive, DUSP3 inh -4, BH1578 lux ind -0.1, PriA SSB inh -12, Yp Topo-I inh 6 and Anthrax LF inh2 -2.
`O=C(COC(=O)c1ccc(Cl)nc1)Nc1ccc(S(=O)(=O)N2CCCC2)cc1` gave PfHsp40 yeast -0.1, CCHFV vOTU inh 6, 3CLpro inhibitor 0, TcdB GH inh 1.1, BoNT A protease -0.6, DUSP3 inh 9, BH1578 lux ind -0.2, PriA SSB inh -12, Yp Topo-I inh -9 and Anthrax LF inh2 -1.
N#Cc1ccc(-c2csc(NC(=O)/C=C/c3cccs3)n2)cc1 was read as PfHsp40 yeast -1.6, CCHFV vOTU inh -6, 3CLpro inhibitor 4, BoNT A protease 0.6, DUSP3 inh -3, BH1578 lux ind -0.2, PriA SSB inh -13, Yp Topo-I inh -8 and Anthrax LF inh2 0.
Screening CCCCOc1ccc(C(=O)N/C(=C\c2cccc([N+](=O)[O-])c2)C(=O)OCCC)cc1 returned PfHsp40 yeast -0.8, CCHFV vOTU inh 11, 3CLpro inhibitor 4, BoNT A protease -0.2, DUSP3 inh 21, BH1578 lux ind inactive, PriA SSB inh 6, Yp Topo-I inh 41 and Anthrax LF inh2 -1.
Screening O=C(CNC(=O)c1ccccc1)OCC(=O)c1ccc(Cl)s1 returned PfHsp40 yeast 1.1, CCHFV vOTU inh 6, TcdB GH inh 1.2, BoNT A protease -0.4, BH1578 lux ind inactive, PriA SSB inh -6, Yp Topo-I inh 0 and Anthrax LF inh2 -5.
CCOc1ccc(C(C)=O)cc1COC(=O)CN1C(=O)NC2(CCCC2)C1=O was read as CCHFV vOTU inh 18, TcdB GH inh 0.8, BoNT A protease -3.3, BH1578 lux ind -0.7, PriA SSB inh -11, Yp Topo-I inh -7 and Anthrax LF inh2 -3.
`CN(CCN1CCc2ccccc2C1)Cc1nc(Cc2ccccc2F)no1` gave PfHsp40 yeast -0.6, CCHFV vOTU inh -9, 3CLpro inhibitor 3, TcdB GH inh 0.1, BoNT A protease 1.2, DUSP3 inh 31, BH1578 lux ind -0.3, PriA SSB inh 16, Yp Topo-I inh 22 and Anthrax LF inh2 -6.
Screening CCOC(=O)c1c(C)c(C(=O)NCc2ccc3c(c2)OCO3)c(C)n1CC returned PfHsp40 yeast -0.6, CCHFV vOTU inh 2, 3CLpro inhibitor -1, BoNT A protease -0.5, DUSP3 inh -17, BH1578 lux ind -0.3, PriA SSB inh 0, Yp Topo-I inh 3 and Anthrax LF inh2 1.
For O=C(CC1CCCCC1)NC1CCCC1 the results were PfHsp40 yeast 0.0, CCHFV vOTU inh -3, 3CLpro inhibitor 2, BoNT A protease 0.9, DUSP3 inh 16, BH1578 lux ind -0.1, PriA SSB inh -3, Yp Topo-I inh -11 and Anthrax LF inh2 0.
O=c1nc2s/c(=C\c3ccco3)c(=O)n2nc1Cc1ccc(F)cc1 was read as PfHsp40 yeast -0.8, CCHFV vOTU inh 3, 3CLpro inhibitor 5, BoNT A protease -2.0, DUSP3 inh 14, BH1578 lux ind inactive, Yp Topo-I inh -2 and Anthrax LF inh2 -2.
`COC(=O)c1ccc(N2CCN(C)CC2)c(NC(=O)c2cccs2)c1` gave PfHsp40 yeast 1.7, CCHFV vOTU inh 3, 3CLpro inhibitor -5, TcdB GH inh 1.0, BoNT A protease -0.1, DUSP3 inh 26, BH1578 lux ind -0.3, PriA SSB inh 6, Yp Topo-I inh -4 and Anthrax LF inh2 2.
`CC1CC(C)CN(CCC(=O)Nc2ccc(Br)cc2)C1` (configuration not stated) gave PfHsp40 yeast -1.1, CCHFV vOTU inh -1, 3CLpro inhibitor -8, TcdB GH inh 0.6, BoNT A protease 0.9, DUSP3 inh 35, BH1578 lux ind inactive, PriA SSB inh -2, Yp Topo-I inh 9 and Anthrax LF inh2 3.
`O=S1(=O)CC(N2CCSCC2)CN1Cc1cn(Cc2cccc(C(F)(F)F)c2)nn1` (configuration not stated) gave CCHFV vOTU inh -6, TcdB GH inh 0.5, BoNT A protease 0.0 and Anthrax LF inh2 0.
CCOc1ccc(/C(O)=C2\C(=O)C(=O)N(CCN(C)C)C2c2cc(OC)ccc2OC)cc1Cl (configuration not stated) was read as PfHsp40 yeast 0.3, CCHFV vOTU inh 5, 3CLpro inhibitor -7, BoNT A protease 0.2, BH1578 lux ind 0.6, Yp Topo-I inh -8 and Anthrax LF inh2 0.
For CCCCOc1ccccc1C(=O)NCCCC(=O)O the results were PfHsp40 yeast -1.4, CCHFV vOTU inh 12, 3CLpro inhibitor 0, BoNT A protease -1.6, DUSP3 inh 11, BH1578 lux ind -0.4, PriA SSB inh -20, Yp Topo-I inh 2 and Anthrax LF inh2 -6.
Screening CC1CCCN(C(=O)CN(C)S(=O)(=O)c2cccc3nsnc23)C1 (configuration not stated) returned PfHsp40 yeast -0.4, CCHFV vOTU inh 27, 3CLpro inhibitor 2, TcdB GH inh -0.7, BoNT A protease -1.7, DUSP3 inh 6, BH1578 lux ind -0.4, PriA SSB inh -10, Yp Topo-I inh -1 and Anthrax LF inh2 3.
For CCC1Cc2[nH][nH]c(=O)c2C(CC)O1 (configuration not stated) the results were CCHFV vOTU inh 3, TcdB GH inh -0.4, BoNT A protease 0.2 and Anthrax LF inh2 3.
Screening COC(=O)c1cc(NC(=O)c2cccc(F)c2)cc(C(=O)OC)c1 returned PfHsp40 yeast -0.6, CCHFV vOTU inh -11, 3CLpro inhibitor 2, TcdB GH inh 0.5, BoNT A protease 0.1, DUSP3 inh 16, BH1578 lux ind -0.3, PriA SSB inh -21, Yp Topo-I inh -5 and Anthrax LF inh2 -5.
`CC(=O)N1c2ccc(S(=O)(=O)NCCC(=O)NC3CCCCCC3)cc2CC1C` (configuration not stated) gave PfHsp40 yeast -2.0, CCHFV vOTU inh -7, 3CLpro inhibitor 0, TcdB GH inh -0.5, BoNT A protease 1.5, DUSP3 inh 15, BH1578 lux ind inactive, PriA SSB inh -3, Yp Topo-I inh -9 and Anthrax LF inh2 -1.
`O=C(CN1CCN(Cc2ccccc2Cl)C1=O)NCC1CCCO1` (configuration not stated) gave PfHsp40 yeast 0.9, CCHFV vOTU inh 4, TcdB GH inh -3.1, BoNT A protease -1.5, DUSP3 inh 29, BH1578 lux ind -0.2, PriA SSB inh -5, Yp Topo-I inh 8 and Anthrax LF inh2 -7.
For CCS(=O)(=O)c1ccc(O)c(NC(=O)CC2(CC(=O)O)CCCC2)c1 the results were PfHsp40 yeast -0.7, CCHFV vOTU inh -8, 3CLpro inhibitor -5, TcdB GH inh 1.9, BoNT A protease 3.6, DUSP3 inh 20, BH1578 lux ind inactive, PriA SSB inh 0, Yp Topo-I inh -3 and Anthrax LF inh2 11.
`Cc1c(CCC(=O)O)c(=O)oc2cc3occ(C(C)(C)C)c3cc12` gave PfHsp40 yeast 11, CCHFV vOTU inh -10, 3CLpro inhibitor 5, TcdB GH inh 0.5, BoNT A protease -1.3, DUSP3 inh 1, BH1578 lux ind 2.1, PriA SSB inh -8, Yp Topo-I inh 11 and Anthrax LF inh2 5.
`CC(C)NC[C@@H](O)c1ccc(O)c(O)c1` gave PfHsp40 yeast 1.0, CCHFV vOTU inh 7, 3CLpro inhibitor -2, TcdB GH inh -12, BoNT A protease -1.2, DUSP3 inh 1, BH1578 lux ind inactive, PriA SSB inh -12, Yp Topo-I inh -1 and Anthrax LF inh2 -13.
Screening Cc1cc(-c2ccc(S(=O)(=O)N(C)c3ccc(C)c(C)c3)s2)on1 returned PfHsp40 yeast 5.1, CCHFV vOTU inh 16, 3CLpro inhibitor -1, TcdB GH inh 0.5, BoNT A protease -9.7, DUSP3 inh 8, BH1578 lux ind inactive, PriA SSB inh -9, Yp Topo-I inh -9 and Anthrax LF inh2 2.
Screening O=[N+]([O-])c1cccc(-c2nc3ccc([N+](=O)[O-])cc3[nH]2)c1 returned PfHsp40 yeast 0.2, CCHFV vOTU inh 6, 3CLpro inhibitor -1, TcdB GH inh 2.7, BoNT A protease -0.4, DUSP3 inh 22, BH1578 lux ind inactive, PriA SSB inh -3, Yp Topo-I inh -8 and Anthrax LF inh2 -3.
Screening COc1cccc(OCCCOc2ccc([N+](=O)[O-])cc2Cl)c1 returned PfHsp40 yeast 2.2, CCHFV vOTU inh 14, 3CLpro inhibitor -2, BoNT A protease 0.1, DUSP3 inh 14, BH1578 lux ind -0.6, PriA SSB inh -4, Yp Topo-I inh 17 and Anthrax LF inh2 -3.

Random excerpt: two entries already listed
`CC(=O)N1c2ccc(S(=O)(=O)NCCC(=O)NC3CCCCCC3)cc2CC1C` (configuration not stated) gave PfHsp40 yeast -2.0, CCHFV vOTU inh -7, 3CLpro inhibitor 0, TcdB GH inh -0.5, BoNT A protease 1.5, DUSP3 inh 15, BH1578 lux ind inactive, PriA SSB inh -3, Yp Topo-I inh -9 and Anthrax LF inh2 -1.
`CC1CC(C)CN(CCC(=O)Nc2ccc(Br)cc2)C1` (configuration not stated) gave PfHsp40 yeast -1.1, CCHFV vOTU inh -1, 3CLpro inhibitor -8, TcdB GH inh 0.6, BoNT A protease 0.9, DUSP3 inh 35, BH1578 lux ind inactive, PriA SSB inh -2, Yp Topo-I inh 9 and Anthrax LF inh2 3.

The list is partial; the hit share may differ from the screen's.
